SKKanGAS inh = inhibitors of SKKanGAS S. pyogenes growth in kanamycin (SK-promoter or general growth effect); BacTiter-Glo, 6 h; inhibition, % at 7.5 µM; 300,000 compounds, 1.3% hits; AID 1662;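 active = mean replicate score, as percent of positive control median, at least 50; inconclusive = mean below 50 but one replicate at or above 50; inactive = mean and every replicate below 50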;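 note: strain carries kanamycin resistance gene driven by streptokinase promoter and grows in 40 µg/ml kanamycin; loss of luminescence reflects streptokinase promoter inhibition or plain growth inhibition; 0% = median of DMSO wells and 100% = positive control at its reference dose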
HSP90 inh = blocks HSP90-mediated luciferase refolding in reticulocyte lysate. Rabbit reticulocyte lysate, luciferase refolding luminescence, 3 h. inhibition, % at 5.6 µM. 290,000 compounds, 0.91% hits. AID 1789;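 active = inhibition above the screen-wide mean plus 3 SD, computed separately per campaign, cut at about 16% in these data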;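 note: 0% = DMSO wells and 100% = 60 µM geldanamycin wells; inhibitors lower the luminescence because luciferase stays unfolded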
AI-2 QS mod = modulates the Vibrio harveyi AI-2 quorum sensing system; activity change, % at 7.5 µM; 300,000 compounds, 0.4% hits; Vibrio harveyi JMH597 AI-2 luminescence/OD600 ratio, 9 h; active compounds read low; strain lacks LuxN and CqsS sensors; 0 = neutral-control median; in the data active = activity change below about -75%, passing the limit was not always enough; inconclusive = no clear call, values can overlap the other calls;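 note: luminescence divided by OD600 gain over 9 h not by final OD600 alone; inactives centre near 13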
HSF-1 act = increases HSF-1 driven luciferase reporter signal; NIH3T3-HGL HSF-1 luciferase reporter, MG132, 8 h; 100% = twice DMSO control signal; activation, % at 9 µM; 300,000 compounds, 1.7% hits; AID 504408;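 active = mean replicate activation of at least 50% with a set share of replicates each reaching 50%; inconclusive = only one of those two conditions met; inactive = mean below 50% and too few replicates reaching it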;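 note: 0% = median of the neutral control wells and 100% = twice that signal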
IEC-6 tox = kills IEC-6 intestinal cells in KLF5 counter-screen | IEC-6 cytotoxicity, luminescence viability | inhibition, % at 5 µM | 290,000 compounds, 0.78% hits | AID 1825; in the data active = inhibition above about 22%;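 note: 0% = plate median of test compound wells and 100% = cytotoxic reference compound wells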
HIF activator = HIF pathway transcriptional activation | 300,000 compounds, 0.32% hits | U2OS HRE-luciferase reporter, luminescence; normalized: DMSO 0%, desferrioxamine 100% | activation, % at 7.5 µM (by protocol);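 active = mean activation of at least 10% of the iron chelator positive control signal, with at least half of replicates also reaching 10%; inconclusive = mean and replicate majority disagree about reaching 10%; inactive = mean and most replicates under 10%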
HSF1 inhib = HSF1 inhibition | NIH3T3-HGL HSE-luciferase, MG132-induced, luminescence 8 h; active compounds read low | activity change, negative = inhibition, % at 7.5 µM (by protocol) | 300,000 compounds, 0.77% hits;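 active = more than half of replicate wells show activity change below -50%, luminescence cut by over half; inconclusive = some wells, but at most half, below -50%; inactive = no replicate well below -50%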;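 note: luciferase reports HSF-1 transcriptional activity via heat shock element; 0% = median of DMSO wells and -100% = zero luminescence signal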
KLF5 inh = kruppel-like factor 5 inhibition. DLD-1 KLF5 promoter-luciferase reporter, luminescence. inhibition, % at 5 µM. 290,000 compounds, 0.23% hits. AID 1700;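 active = inhibition above a per-plate limit of that plate's mean compound inhibition plus 3 SD, cut at about 60% in these data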;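 note: 0% = DMSO wells and 100% = LY294002 at 200 µM; higher means less KLF5 promoter-driven luciferase light; inactives centre near -14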
aSyn 5UTR inh = MLPCN primary screen, SNCA 5' untranslated region | alpha-synuclein 5'UTR reporter, inhibitor activity | inhibition, % (tested at 7.5 µM) | 300,000 compounds, 0.82% hits | AID 1813; in the data active = inhibition above about 60%; inconclusive = no clear call, values can overlap the other calls;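 note: H4 neuroglioblastoma cells stably carrying SNCA 5'UTR luciferase fusion; 0% = DMSO wells and 100% = positive control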
Platelet DG rel = platelet dense granule release activity | human platelet-rich plasma, SFLLRN dense granule ATP release, luminescence | inhibition, %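 (compounds screened at 7.5 µM in platelet-rich plasma)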 | 300,000 compounds, 0.22% hits;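 active = mean replicate score, as percent of positive control, at or above 50; inconclusive = mean below 50 but at least one replicate at or above 50; inactive = mean and every replicate below 50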
* = called active by the depositor; ? = inconclusive; · = no result given. The order is random (roughly 6% active in at least one column).

canonical_smiles,SKKanGAS inh,HSP90 inh,AI-2 QS mod,HSF-1 act,IEC-6 tox,HIF activator,HSF1 inhib,KLF5 inh,aSyn 5UTR inh,Platelet DG rel
Cc1ccc(NC(=S)Nn2cnnc2)c(C)c1,-2,-3,8,-1,2,0.0,-3,-22,12,-2
Cc1cc(NC(=O)c2ccc3c(c2)OCO3)ccc1NC(=O)c1ccccc1,8,-1,13,6,5,0.3,5,-47,-39,1
CCN1C(=O)c2cccc3c(S(=O)(=O)Nc4ccccn4)ccc1c23,-3,-3,29,12,10,0.7,19,-29,-1,0
Cc1ccc(/C=N/NC(=O)c2cccs2)cc1[N+](=O)[O-],-6,-3,13,37,6,4.1,18,-94,-107,16
N#Cc1ccc(CSc2nnc(COc3ccccc3)n2-c2ccccc2)cc1,2,5,-8,34,-4,-0.1,6,-16,14,18
COc1ccc(C(=O)CC2(C(=O)O)CCCCC2)cc1,1,-2,24,1,-8,0.3,1,-35,1,0
O=C1C2C3C=CC(CNS(=O)(=O)c4ccccc4)(O3)C2C(=O)N1c1ccc(Cl)cc1 (centres undefined),-13,-9,5,2,-3,-0.9,7,-17,2,23
COC(=O)Cn1c(=NC(=O)c2ccc([N+](=O)[O-])s2)sc2cc(Br)ccc21,8,-3,40,-36,-2,2.0,-33,-12,-68,2
Cc1ccc(CN2CCc3c(OCC(=O)Nc4cccc(C)c4C)cccc3C2=O)cc1,21,-1,16,-8,7,-0.3,-13,-36,19,5
Cc1cc(C)c2nc(NC(=O)c3ccc4c(c3)OCO4)sc2c1,-3,-11,22,-18,-8,0.0,-7,-25,-8,1
Fc1ccc(CN2CCCN(C(=S)Nc3ccc(F)cc3)CC2)cc1,1,2,21,-2,1,-0.2,7,-10,17,-5
COc1ccc(C(=O)N2CCN(C(=O)c3ccc(-c4ccccc4)cc3)CC2)cc1OC,-3,-3,33,19,-9,-0.3,-2,6,3,1
COc1ccc(S(=O)(=O)O)cc1P(=O)(c1ccccc1)c1ccccc1,3,-1,7,-11,-3,-0.5,-5,-29,-5,-5
CS/C(N)=N/N=C/c1ccc([N+](=O)[O-])cc1,3,-11,8,-18,2,2.4,-1,-61,-133,2
CCO[C@H]1OC(C(=O)N2CCN(Cc3ccc4c(c3)OCO4)CC2)=C[C@@H](c2cn(C(C)=O)c3ccccc23)[C@@H]1CCCO,11,-2,17,-10,0,-0.2,0,12,23,-1
CN1CCc2nc(SCC(=O)Nc3ccc(F)cc3)c(C#N)cc2C1,4,3,20,0,2,2.6,2,-3,-35,10
COC(=O)CCCC1=CC2=C(c3ccccc3)C(=O)C(C)(OC(=O)C3CCCC3)C(=O)C2=CN1C1CCCC1 (centres undefined),3,·,40,-18,·,0.1,1,·,12,7
O=C(Nc1ncc2c(n1)-c1ccccc1CC2)C1CC1,-9,2,19,-8,5,0.9,2,-18,-23,2
Cc1ccc(S(=O)(=O)N2CCN(C(=O)CN3C(=O)c4ccc([N+](=O)[O-])cc4C3=O)CC2)c(C)c1,-16,·,5,33,·,-0.8,9,·,5,8
Nc1sc(-c2ccccc2)cc1-c1n[nH]c(=S)n1C1CCCCC1,-12,3,20,84*,54*,1.4,72,40,33,6
COc1ccc2c(c1)C(=O)[C@@H](O)[C@H](c1ccc(OC)c(Br)c1)O2,6,-1,27,20,-2,2.1,-1,-30,-41,2
Cc1ccc(C2=NN(S(C)(=O)=O)C(c3cccs3)C2)cc1 (centres undefined),11,0,12,42,10,2.3,11,-98,-146,12
CCCCc1ccc(NC(=O)N[C@@H](CC(C)C)C(=O)O)cc1,-8,9,1,-19,4,0.6,-8,-19,3,-2
Cc1ccc(-n2c(SCC(N)=O)nc3c(oc4ccccc43)c2=O)cc1,2,1,6,-13,8,1.6,-5,-2,14,-4
CCN1CC=C2C(C#N)=C(N)C(C#N)(C#N)[C@H](c3cccc(OC)c3OC)[C@H]2C1,·,2,9,9,0,-0.1,-3,-18,8,-17
Cc1ccc(Oc2nnc(-c3ccccc3)c3ccccc23)cc1,4,2,4,27,0,-0.1,9,-19,14,-4
CCOC(=O)c1nnn(-c2nonc2N)c1COc1ccc(F)cc1,8,1,27,10,-3,-0.2,-4,-9,4,4
COc1ccc(CCn2c(N)c(C#N)c3nc4ccccc4nc32)cc1OC,3,-6,13,22,1,-1.2,10,-11,7,-1
CCOc1ccc(C(=O)Nc2ccc3nc(N4CCN(CC)CC4)cc(C)c3c2)cc1,-5,-3,6,6,8,-0.8,-1,-25,67*,-1
COc1cccc(C(=O)Nc2ccc(NC(=O)C3CC3)nc2)c1,-4,1,-1,-15,2,-0.6,-8,-4,-35,5
O=C(NCC(=O)N1CCC2(CC1)NCCc1[nH]cnc12)c1ccc(F)cc1,-2,-4,30,-6,3,0.9,-2,-34,-24,5
COc1ccc(CN2CCNC(=O)C2CC(=O)NC2CCCCCCC2)cc1C (centres undefined),4,-1,3,-1,-2,-0.7,1,-6,13,-4
O=C(O)C1=C[C@H](c2ccc(F)cc2)C[C@H](OCCCCO)O1,1,·,10,-20,·,0.0,-6,·,3,-2
Cc1nc(NC(=O)C2CC2)sc1C(=O)Nc1ccccc1Cl,7,-3,1,39,13,5.5,25,-113,-164,9
Nc1c(C(=O)NCc2ccccc2)nnn1Cc1ccc(F)cc1,-2,-2,16,1,-4,0.3,-4,-1,9,-1
CCC(C(=O)NCc1ccco1)n1nc(C)c2c(C)n(-c3ccccc3)nc2c1=O (centres undefined),3,1,19,15,4,0.6,5,-21,-27,10
Cc1ccc2oc(C(=O)N3CCC(O)(c4ccccc4)CC3)c(C)c2c1,5,-3,16,5,-1,-3.4,7,-2,-8,-4
Cc1cc(=O)oc2cc(OCC(=O)NC3CCN(Cc4ccccc4)CC3)ccc12,5,4,22,-2,2,0.0,-7,-19,-18,9
CCN1CCN(C(=O)c2ccc(Cl)c(S(=O)(=O)N3CCCCCC3)c2)CC1,-1,2,5,-5,-7,-0.7,-4,-14,7,3
COc1ccc(S(=O)(=O)N2CCC(C(=O)NCc3ccccn3)CC2)cc1OC,-3,3,22,-9,-5,-0.6,-4,-33,10,13
COc1ccccc1N1CCN(C(=O)Nc2ccc(F)c(Cl)c2)CC1,11,-4,8,4,3,1.0,9,-25,-21,6
O=C(COC(=O)c1ccc([N+](=O)[O-])o1)Nc1nc2ccccc2s1,-6,0,?,34,4,0.5,8,-8,-19,-2
CCOC(=O)c1cc(CC)sc1NC(=O)COC,-7,0,11,·,4,·,·,-19,·,4
O=C(CN1C(=O)c2cccc3cccc1c23)Nc1ccc2c(c1)OCO2,-2,1,24,29,0,0.3,2,5,-7,3
Cn1c(N)c(C(=O)COC(=O)c2cccc(S(=O)(=O)N3CCCCC3)c2)c(=O)n(C)c1=O,20,3,-2,-8,-4,-0.5,2,-10,5,1
CC(C)NC(=O)COC(=O)/C=C/c1ccc(F)cc1,-15,1,2,13,0,0.3,-1,-28,-7,8
CCOc1ccc(C2C(C(=O)c3ccco3)=C(O)C(=O)N2CCN2CCOCC2)cc1 (centres undefined),-1,-3,13,-2,-4,0.4,12,-22,-4,-9
O=C(COC(=O)c1cccc(S(=O)(=O)N2CCCC2)c1)Nc1ccccc1,-5,1,20,38,1,0.5,17,-12,-3,-7
Cn1c(CN2CCN(CCO)CC2)c(C#N)c2ccccc21,1,4,25,8,-3,-0.5,2,-34,17,-11
CC1C(=O)Nc2ccc(S(=O)(=O)N3CCN(c4cccc(C(F)(F)F)c4)CC3)cc2NC1=O (centres undefined),5,-1,16,-19,-5,-0.4,-6,-20,26,4
COc1cc(/C=N/NC(=O)CCN2CCN(c3ccccc3)CC2)cc(OC)c1OC,·,-4,21,-5,-5,-0.4,-7,14,1,3
CCOC(=O)N1CCC(N2CCN(S(=O)(=O)c3ccc(OC)cc3)CC2)CC1,-6,-1,0,-10,-2,-0.1,0,-69,2,0
COc1ccc(/C=N/NC(=O)Cn2cnc3c2c(=O)n(C)c(=O)n3C)cc1,4,1,20,-3,-2,0.8,-9,0,10,11
O=C(O)CSCC(=O)N(Cc1ccccc1)c1nc(-c2ccccc2)c(-c2ccccc2)s1,94*,0,25,7,-11,0.0,6,-16,-16,1
COc1ccc2c(c1)c(N=O)c(O)n2C,-1,1,17,-5,2,0.2,-5,-29,27,-22
O=C(NCC(=O)N1CCN(c2ccccc2O)CC1)c1ccc2ccccc2c1,12,1,7,4,-10,0.2,2,1,30,2
CC(=O)Nc1ccc(C(=O)CSc2nc3ccc(C)cc3[nH]2)cc1,-7,-5,-2,-8,-4,0.6,1,-36,-55,2
CCOC(=O)N1CCN(C(=O)CC(C(=O)N2CCc3ccccc32)n2ccnc2)CC1 (centres undefined),5,-3,26,-2,-5,-0.4,7,0,-18,-6
COC(=O)c1ccccc1NC(=O)C(C)NS(=O)(=O)c1ccc(OC)cc1 (centres undefined),-1,-7,-5,-1,-8,-0.2,-4,-21,-1,-6
CCOc1ccccc1CNCCOC,5,3,27,14,0,-0.1,-6,-15,1,-1

Next section
canonical_smiles,SKKanGAS inh,HSP90 inh,AI-2 QS mod,HSF-1 act,IEC-6 tox,HIF activator,HSF1 inhib,KLF5 inh,aSyn 5UTR inh,Platelet DG rel
Cc1ccnc(NC(=O)c2ccco2)n1,-1,0,14,·,-1,1.5,·,-28,-12,4
Cc1ccc(NC(=O)CSc2nnc(-c3ccco3)o2)c(C)c1,0,0,10,38,5,0.0,7,-8,0,8
CCOc1ccc2[nH]c3nc(SCC(=O)NC4CC4)nnc3c2c1,0,1,12,-20,2,5.1,-2,-18,-52,-3
CCOC(=O)c1nc2c(=O)n(C)c(=O)n(C)c2n(C)c1=O,1,·,16,1,·,0.1,0,·,5,-4
O=C(CCCl)N1CCCC2(CCCCC2)C1,0,3,17,-1,-2,0.3,2,4,16,0
CN(c1ccc(C(=O)Nc2ccc(CC#N)cc2)cc1)S(C)(=O)=O,-3,-1,25,6,3,0.7,-1,-13,-22,-1
CCOC(=O)N1CCOCCOCCN(C(=O)OCC)CCOCC1,3,0,30,0,1,-0.1,1,5,3,-7
O=C(Cc1ccccc1F)c1ccc(O)cc1O,-17,-3,-3,24,-1,0.0,4,-34,-6,-9
Cn1c(=O)[nH]c(=O)c2c1nc(CN1CCN(c3ccc(F)cc3)CC1)n2CCN1CCOCC1,-5,2,23,-11,-10,0.2,0,-5,-16,14
O/N=C1\CCCC\C1=C/c1ccccc1,9,0,0,-25,-1,0.5,?,-10,-4,-5
Cc1nnc(NNS(=O)(=O)c2ccc(Cl)cc2)[nH]c1=O,8,0,24,2,-8,-0.1,-10,-26,-2,7
CC1CCN(C(=O)COC(=O)[C@H](C)NS(=O)(=O)/C=C/c2ccccc2)CC1,4,-1,-6,2,-5,-0.2,-13,-24,3,-7

From PubChem
